# Assay outcomes: PubChem, National Center for Advancing Translational Sciences (NCATS)
# TrxR1 inh – qHTS Assay for Inhibitors of Mammalian Selenoprotein Thioredoxin Reductase 1 (TrxR1): qHTS. 390,000 tested, 1% active. recombinant rTrxR1, NADPH fluorescence consumption, selenite substrate. Potency, µM (titrated, usually from 114 µM), for the others: top-dose activity change, negative = inhibition, usual class: inhibitors. Thioredoxin reductase 1, cytoplasmic (Rattus norvegicus), O89049; note: % is set by controls: 0 for no effect and ±100 for the full control effect; nearly all actives have a fitted effect of over 65% in size
#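 Rat TrxR1 (90 nM in the dispensed reagent) was pre-reduced with 400 uM NADPH for 5 min at room temperature, then incubated with compound for 15 min. After 400 uM selenite was added, NADPH fluorescence (Ex 340/Em 450 nm) was followed for 8 min.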
# GLS inhibitor – qHTS for Inhibitors of Glutaminase (GLS) | Potency, µM (series often up to 45.5 µM), for the others: at the top dose activity change, negative = inhibition, usual class: inhibitors | GLS enzymatic activity, qHTS titration | 410,000 tested, 0.21% active | Glutaminase kidney isoform, mitochondrial (Homo sapiens), O94925 | AID 624170, 2012; note: % is set by controls: 0 for no effect and ±100 for the full control effect
#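 hKGA in 45 mM KH2PO4 (pH 8.2), 0.02% Tween-20 with compound, then 1mM L-Glutamine (stock as added) plus glutamate oxidase/HRP/Amplex red coupling mix. Fluorescence read initially and after 30 min at RT; signal change reflects glutamate formation.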
# ERG Ets-DNA blk – qHTS for Small Molecule Inhibitors of the ERG Ets/DNA interaction. Potency, µM (top dose mostly 76.9 µM), for inactives: at the top dose FP activity, negative = inhibition, most hits filed as inhibitors. fluorescence polarization, His-ERG Ets domain / labelled DNA. 370,000 tested, 0.028% active. Transcriptional regulator ERG (Homo sapiens), P11308; active = well fitted inhibition curve with a large enough effect in the polarisation, with a control signal flat; inconclusive = small, poorly fitted or top-dose-only effect, or effect the other way, or a change in a side signal; inactive = no such curve, though single readings can be large or run the other way; the % refers to the polarisation;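 note: polarization taken with two DNA probes labelled with fluorescein and Texas red; % of control where 0% means no effect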
# Target sequence (P11308 whole entry, looked up, the tested form may be a part): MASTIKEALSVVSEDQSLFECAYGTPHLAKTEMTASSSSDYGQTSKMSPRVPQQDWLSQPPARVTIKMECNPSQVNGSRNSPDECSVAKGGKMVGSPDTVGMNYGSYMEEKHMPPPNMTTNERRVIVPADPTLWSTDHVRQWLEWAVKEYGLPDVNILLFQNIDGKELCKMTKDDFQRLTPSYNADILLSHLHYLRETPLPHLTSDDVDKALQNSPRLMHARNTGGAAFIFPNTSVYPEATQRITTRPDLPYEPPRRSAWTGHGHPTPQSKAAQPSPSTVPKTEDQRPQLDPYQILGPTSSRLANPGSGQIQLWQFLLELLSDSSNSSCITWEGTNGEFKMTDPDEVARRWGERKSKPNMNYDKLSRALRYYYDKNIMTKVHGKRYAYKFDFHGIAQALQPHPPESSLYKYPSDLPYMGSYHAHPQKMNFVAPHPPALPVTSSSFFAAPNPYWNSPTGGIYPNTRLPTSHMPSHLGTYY
#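 His-tagged ERG Ets domain (1 uM in the protein solution; 300mM KCl, 50mM Tris-HCl, 1mM EDTA, 1mM DTT, pH 7.5) received compound, then a probe mix of 5 nM fluorescein-DNA and 100nM Texas-615-DNA. Fluorescence polarization was read for both dyes.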
# Tb PGK inh – qHTS Assay to Find Inhibitors of Phosphoglycerate Kinase | PGK/GAPDH coupled, Kinase-Glo luminescence, 60 min | Potency, µM (highest dose often 57.5 µM), without a hit: at the highest dose activity change, negative = inhibition, hits mostly inhibitors | 380,000 tested, 0.043% active | AID 602233, 2012; note: % is set by controls: 0 for no effect and ±100 for the full control effect; nearly all actives have a fitted effect of over 60% in size
#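 Recombinant glycosomal PGK reaction used 1,3-bisphosphoglycerate generated in-well by GAPDH (100nM final) in 100mM TEA pH 7.6, 5mM MgCl2, 0.01% Tween-20. After 60 minutes at room temperature, ATP was read by Kinase-Glo Plus luminescence end-point.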
# JMJD2A Tudor inh – qHTS Assay for Inhibitors of JMJD2A-Tudor Domain; Lysine-specific demethylase 4A (Homo sapiens), O75164; 390,000 tested, 4.4% active; AlphaScreen JMJD2A-Tudor / H3K4me3 peptide binding; Potency, µM (top dose mostly 114 µM), for the others: top-dose activity change, negative = inhibition, actives largely listed as inhibitors; AID 504339, 2011; note: % is set by controls: 0 for no effect and ±100 for the full control effect; nearly all actives have a fitted effect of over 50% in size
# RGS4 inhibitor – Inhibitors of Regulator of G Protein Signaling (RGS) 4: qHTS; Potency, µM (highest dose often 114 µM), for inactives: top-dose activity change, negative = inhibition, most hits filed as inhibitors; Regulator of G-protein signaling 4 (Homo sapiens), P49798; Transcreener GDP fluorescence polarization, RGS4-accelerated GTP hydrolysis; 390,000 tested, 0.039% active; note: % is set by controls: 0 for no effect and ±100 for the full control effect; nearly all actives have a fitted effect of over 75% in size; some results filed as inactive show a strong effect at the top dose
# Target sequence (P49798 whole entry, looked up): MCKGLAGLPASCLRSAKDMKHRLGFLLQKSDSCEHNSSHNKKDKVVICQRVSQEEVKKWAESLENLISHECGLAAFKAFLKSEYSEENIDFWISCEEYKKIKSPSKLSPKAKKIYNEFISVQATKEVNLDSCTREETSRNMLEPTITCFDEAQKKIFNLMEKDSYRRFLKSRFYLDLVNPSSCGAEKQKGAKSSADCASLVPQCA
#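 MLSMR compounds (23 nl, pin-transferred) preincubated 10 min at room temperature with a 500nM (2x) first reagent, then RGS4 at 900nM (2x) plus Transcreener GDP mix added; fluorescence polarization (620/688 nm) read before and after 90 min at 30 °C.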
# HP1b binding inh – HTS for Inhibitors of HP1-beta Chromodomain Interactions with Methylated Histone Tails. AlphaScreen HP1-beta / biotin-H3K9me3 peptide binding. Chromobox protein homolog 1 (Homo sapiens), P83916. 390,000 tested, 0.56% active. AID 540317, 2011. Potency, µM (series often up to 114 µM), without a hit: top-dose activity change, negative = inhibition, actives largely listed as inhibitors; note: nearly all actives have a fitted effect of over 70% in size; inactives centre near 23
# Target sequence (P83916 whole entry, looked up): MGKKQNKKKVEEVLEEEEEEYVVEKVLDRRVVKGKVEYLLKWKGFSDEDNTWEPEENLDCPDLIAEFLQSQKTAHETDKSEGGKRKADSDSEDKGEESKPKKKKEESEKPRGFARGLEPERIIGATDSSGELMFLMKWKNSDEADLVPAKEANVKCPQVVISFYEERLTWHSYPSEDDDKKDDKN
#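 HP1-beta protein (50 nM final) preincubated 30 min at room temperature with biotinylated H3(1-18)K9me3 peptide (50 nM) in PBS pH 7.4, 0.01% Tween-20, then compound added for 30 min. AlphaScreen streptavidin donor/nickel chelate acceptor beads (10 ug/mL final), 30 min dark, luminescence read.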
# Pin1 inh – qHTS Assay to Find Inhibitors of Pin1 | 390,000 tested, 0.009% active | Potency, µM (highest dose often 115 µM), for the others: at the top dose activity, negative = inhibition, hits mostly inhibitors | Pin1 FP peptide displacement, HiFluor488, 10 min | AID 504891, 2011 | Peptidyl-prolyl cis-trans isomerase NIMA-interacting 1 (Homo sapiens), Q13526; active = well fitted inhibition curve with a large enough effect in the polarisation, with a control signal flat, not every such curve was filed as active; inconclusive = small, poorly fitted or top-dose-only effect, or effect the other way, or a change in a side signal; inactive = no such curve, though single readings can be large or run the other way; the % refers to the polarisation; note: % is set by controls: 0 for no effect and ±100 for the full control effect
# Target sequence (Q13526 whole entry, looked up): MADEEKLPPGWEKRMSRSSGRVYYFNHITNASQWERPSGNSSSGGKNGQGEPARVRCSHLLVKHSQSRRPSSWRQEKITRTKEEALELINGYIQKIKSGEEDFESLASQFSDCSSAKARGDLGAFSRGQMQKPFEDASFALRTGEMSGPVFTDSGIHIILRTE
# 12-LOX inh – Primary qHTS assay for inhibitors of human arachidonate 12S-lipoxygenase (ALOX12): Round 2; Polyunsaturated fatty acid lipoxygenase ALOX12 (Homo sapiens), P18054; Potency, µM (titrated, usually from 108 µM), without a hit: at the highest dose activity change, negative = inhibition, hits mostly inhibitors; purified 12hLO, xylenol orange hydroperoxide absorbance; 580,000 tested, 1.1% active; note: % is set by controls: 0 for no effect and ±100 for the full control effect
#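 Hydroperoxide product was detected by ferrous iron/xylenol orange as the 573 to 405 nm absorbance ratio. Arachidonic acid at 40 uM (final) was turned over for 30 min at room temperature by 150 nM human 12hLO, pH 7.0 Hepes buffer, after 15 min compound preincubation.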
# * = called active by the depositor; i = inactive; ? = inconclusive; / = not tested or not shown; & = joins results of further samples; [ ] = dose if it differs, or a comment. Unless noted, calls come from the whole dose curve; as a rule, active = well fitted curve in the direction sought with a large enough effect; inconclusive = small, poorly fitted or top-dose-only effect, or another doubt; inactive = no such curve, though single readings can be large; an effect the other way counts as inactive or inconclusive. Potency is the fitted concentration of half-maximal effect.
Tb PGK inh	GLS inhibitor	RGS4 inhibitor	Pin1 inh	12-LOX inh	ERG Ets-DNA blk	JMJD2A Tudor inh	TrxR1 inh	HP1b binding inh	mol
3%	6%	14%	13%	-21%	3%	-12%	6%	30%	CCc1cccc(NC(=O)Cn2c(=O)n(CC3CCC(C(=O)NCCc4ccccc4)CC3)c(=O)c3ccccc32)c1 (configuration not stated)
-3%	-5%	-12%	0%	5%	24%	-6%	-12%	29%	Cn1ccnc1SCC(=O)NCC(=O)Nc1ccc(F)c(F)c1F
-2%	19%	-2%	13%	-10%	-2%	-23%	-6%[57.1 µM]	14%	NC1=NC(=O)/C(=C/c2cn(CCC(=O)O)nc2-c2ccc(F)cc2)S1
3%	1%	4%	5%	0%	3%	-9%	4%	21%	CCCCc1cc(=O)oc2cc(OC(C)C(=O)NCCN3CCOCC3)c(Cl)cc12 (configuration not stated)
2%	14%	-1%	?	34%[activator]	16%	-22%	14%[57.1 µM]	29%	CCOc1ccc(C2C(C#N)=C(N)N(c3sc4c(c3C#N)CCCC4)C3=C2C(=O)CCC3)cc1 (configuration not stated)
-6%	2%	-18%	9%	-19%	-1%	-2%	12%[57.1 µM]	32%	COc1ccc(-n2c(SCC(=O)c3c(N)n(C)c(=O)n(C)c3=O)nc3ccccc32)cc1
-3%	0%	0%	3%	-13%	11%	-25%	6%	-8%	COc1ccc([C@@H]2CC=C(C(=O)O)[C@H](c3ccc(C(C)(C)C)cc3)N2S(=O)(=O)c2ccc(C)cc2)cc1OC
3%	0%	15%	1%	-8%	1%	-13%	4%	19%	CC(=O)c1cc2c(cc1NC(=O)CN1CCOCC1)OCO2
-6%	19%	-3%	-4%	-4%	-1%	-13%	27%[2.29 µM]	5%	COc1ccc(S(=O)(=O)CC(=O)c2cc(C)c(O)c(C)c2)cc1
-3%	12%	-3%	1%	-9%	4%	?	?	-7%	CCOC(=O)NCc1ccc2[nH]c(C)cc2c1
3%	-3%	9%	2%	-23%	-6%	56µM*	0%[57.1 µM]	-9%[57 µM]	CC1CCN(S(=O)(=O)c2cc(C(=O)NCc3ccc(N(C)C)cc3)n(C)c2)CC1
i	-13%	-11%	-3%	0%	-14%	-20%	-9%[11.4 µM]	25%	CC1CN(S(=O)(=O)c2cccc(C(=O)OCC(=O)c3cccs3)c2)CC(C)O1 (configuration not stated)
-6%&-2%	5%&4%	25%&3%	0%&-1%	28%&-2%	-3%&-2%	-4%&1%	9%[57.1 µM]	21%&28%	Cc1cc2c(cc1S(=O)(=O)CCC(=O)N(C)C1CCCCC1)OCC(=O)N2
-6%	14%	2%	3%	/	-5%	-18%	18%	2%	CC1(C)C2CC[C@]3(C)C(CC=C4[C@@H]5C[C@](C)(CO)CC[C@]5(C(=O)O)CC[C@]43C)[C@@]2(C)CC[C@@H]1O (some centres not stated)
-5%	20%	-50%	-4%	-57%	3%	2.2µM*	?	8.9µM*	Cc1cc(C)c2c(=O)n(CC(=O)NC3CCCC3)sc2n1
2%	-1%	-5%	7%	0%	11%	5%	-5%	59%[activator]	CC(=O)COc1cccc2ccc(/C=C/c3ccc(Br)s3)nc12
-14%	10%	1%	-3%	-7%	-5%	-9%	2%	19%	O=C(CN1CCCc2ccccc21)N/N=C/c1ccccc1O
-8%	-13%	-21%	-6%	15%	7%	16%	-2%[57.1 µM]	48%	CCOC(=O)C(CC)n1cnc2c(cnn2-c2ccc(Cl)cc2)c1=O (configuration not stated)
-2%	3%	21%	-7%	-6%	3%	-15%	25%[57.1 µM]	28%	CCCCn1nc2cc(C(=O)NCc3ccccc3OC)ccc2c1OCC
6%	-3%	-4%	-1%	-9%	-7%	-20%	0%	32%	Cc1[nH]cnc1CSCc1ccc(Cl)cc1
/	7%	23%	2%	-15%	1%	-9%	32%[activator]	32%	O=C(Nc1ccccc1)Nc1ccc(F)cc1F
-5%	13%	12%	1%	-2%	/	5%	-13%	52%[activator]	CC1=C(C#N)C(c2cccnc2)C2=C(CC(c3ccc(Cl)cc3)CC2=O)N1 (configuration not stated)
1%	39%[activator]	-18%[11.4 µM]	-2%	?	4%	?	-22%[57.1 µM]	?	COc1ccc(OC)c(N=c2ssnc2Cl)c1
-6%	8%	0%	-5%	-5%	17%	-16%	8%[57.1 µM]	9%	CCN(CC)S(=O)(=O)c1ccc2c(c1)nc(CCC(=O)OCC(=O)Nc1cc(OC)cc(OC)c1)n2C
7%	1%	-19%	3%	?	-3%	-3%	19%[57.1 µM]	23%	CC(C)Cn1c(N)c(C(=O)COC(=O)c2cccc(Cl)c2)c(=O)n(C)c1=O
i	-5%	-10%	-2%	-5%	1%	?	1%[57.1 µM]	-15%	COc1ccc2c(CNCCc3ccccc3)c(C(=O)O)n(Cc3cccc(F)c3)c2c1
-5%	-1%	-11%	-3%	?	1%	-2%	14%[57.1 µM]	44%[activator]	COc1ccc(CNC(=O)Cn2c(=O)nc(-c3ccccc3)c3cc(Cl)ccc32)cc1OC
-2%	2%	-1%	4%	267%[activator]	1%	-7%	8%	48%[activator]	CCn1c(SCC(=O)Nc2ccc(Cl)cc2)nnc1C1CC1
2%	12%	22%	4%	27%	/	-12%	-3%	26%	CCCc1ccc(-c2ccc(C(=O)O)cc2)nc1
i	6%	?	34%[activator]	?	2%	?	20µM*	?	Cc1ccc(/C=C2/C(=O)N(c3ccccc3)C(=S)N2C)o1
-4%	1%	6%	-14%	0%	7%	-6%	-9%	25%	O=C1C2ON(c3ccccc3)C(c3ccncc3)C2C(=O)N1c1ccccc1 (configuration not stated)
10%	?	-32%[11.4 µM]	20%	-28%	-4%	?	?	?	Nc1c(C(=O)Nc2ccccc2)sc2nc3c(c(-c4ccco4)c12)CCC3
-7%	11%	-18%	1%	1%	-2%	-10%	-9%	15%	O=C(O)c1cc(Cl)c(Cl)cc1C(=O)Nc1cccc2cccnc12
0%	-5%	-13%	-4%	7%	-3%	-12%	17%	18%	O=C(Cn1cc([N+](=O)[O-])cn1)NCc1ccccc1
-14%	1%	1%	-1%	0%	13%	7%	6%[0.0914 µM]	20%	O=C(Nc1nc2cc3c(cc2s1)OCO3)c1ccco1
9%	22%	7%	-2%	3%	-1%	-18%	-13%	10%	COc1ccccc1N1CCN(C2CCCN(C(=O)c3cc(C)oc3C)C2)CC1 (configuration not stated)
/	-9%	-29%	13%	3%	-1%	-3%	5%	51%[activator]	COc1ccccc1NC(=O)c1cc2c(CO)cnc(C)c2oc1=Nc1cccc(C(N)=O)c1
8%	19%	-15%	0%	?	2%	56µM*	?	?	Cc1[nH]c2ccccc2c1C(O)CN1CCN(c2cccc(C(F)(F)F)c2)CC1 (configuration not stated)
-4%	-1%	-10%	-6%	2%	0%	1%	-3%	53%[activator]	CC(C(=O)NCc1ccccc1)n1cc([N+](=O)[O-])cn1 (configuration not stated)
-10%	-5%	7%	-1%	-19%	7%	-10%	10%	35%	Cc1cc(OCC(=O)NC2CCN(C)CC2)ccc1[N+](=O)[O-]
-10%	10%	-11%	1%	8%	-1%	-25%	-7%	-9%	O=C(Nc1ccc(N2CCCC2)c(Cl)c1)c1cccc(-c2cc3ccccc3oc2=O)c1
6%	21%	13%	6%	/	-11%	-10%	13%[57.1 µM]	41%[activator]	CCN1C(=O)[C@H]2[C@@H](c3ccc(-c4ccc(C(C)=O)cc4)cc3)N[C@@](C)(C(=O)OC)[C@H]2C1=O
1%	1%	28%	-3%	0%	-1%	-5%	-9%	27%	O=c1nc2ccccc2c2n1CC(CN1CCN(Cc3ccccc3)CC1)N2 (configuration not stated)
7%	4%	8%	-3%	-12%	12%	6%	23%	43%[activator]	O=C(COC(=O)C1CCC1)NCCc1ccc(Cl)cc1Cl
i	-9%	-6%	3%	0%	-3%	1%	12%	51%[activator]	NC(=O)COC(=O)c1cccc(S(=O)(=O)N2CCCc3ccccc32)c1
-2%	24%	-15%	6%	-13%	-1%	-30%	13%	-7%	CCn1cc(C(=O)N2CCN(c3ccc(OC)cc3)CC2)c(=O)c2cc(S(=O)(=O)N3CCCCC3)ccc21
-6%	?	-14%	-7%	29%	-1%	-35%	12%[57.1 µM]	3%	CCOc1cccc(CN(CC)CC2CCCN(CCc3cccc(OC)c3)C2)c1O (configuration not stated)

# This is a subset, so the mix of outcomes need not match the whole.
